Screening data deposited in PubChem by several laboratories.
RmlCD inh 1536 – blocks M. tuberculosis RmlC and RmlD coupled enzymes | P9WH09+P9WH11 | RmlC+RmlD coupled enzyme assay, percent inhibition; primary screen in compound mixtures | inhibition, % at 3.6 µM | 0.03% of 160,000 active; in the data active = inhibition mostly above about 34%, no sharp cut-off; note: some results filed as inactive read as strong as hits
Target sequence (P9WH09 whole entry, looked up): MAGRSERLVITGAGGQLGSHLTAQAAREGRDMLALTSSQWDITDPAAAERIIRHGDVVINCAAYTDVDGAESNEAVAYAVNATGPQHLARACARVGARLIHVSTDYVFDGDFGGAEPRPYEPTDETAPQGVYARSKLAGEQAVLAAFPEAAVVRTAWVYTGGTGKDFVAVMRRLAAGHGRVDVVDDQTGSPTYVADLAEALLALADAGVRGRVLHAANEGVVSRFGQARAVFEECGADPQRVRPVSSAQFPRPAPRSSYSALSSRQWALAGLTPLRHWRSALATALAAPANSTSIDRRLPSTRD
Target sequence (P9WH11 whole entry, looked up): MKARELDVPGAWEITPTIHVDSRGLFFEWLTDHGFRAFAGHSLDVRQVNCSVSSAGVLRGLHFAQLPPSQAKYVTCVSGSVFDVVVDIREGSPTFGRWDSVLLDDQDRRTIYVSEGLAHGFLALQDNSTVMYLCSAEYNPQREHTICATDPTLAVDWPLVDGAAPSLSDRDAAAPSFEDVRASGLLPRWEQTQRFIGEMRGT
M. tuberculosis GlmU – inhibition of mycobacterial GlmU enzyme – biochemical, glucosamine-1-phosphate acetyltransferase (AID 1376). M. tuberculosis GlmU acetyltransferase enzyme assay; higher % means a stronger effect. inhibition, %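 (tested at 30 µM in the primary screen)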, or IC50 in µM where a hit was titrated. 0.25% of 220,000 active; in the data active = inhibition above about 13%;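 note: 0% = complete reaction with vehicle and 100% = reaction without substrate; strong numbers were not always called active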
Starred values were filed as active, the others as inactive; nt = no result given.

Each structure is followed by: RmlCD inh 1536 | M. tuberculosis GlmU
> COc1cccc(CNCCc2c[nH]c3ccccc23)c1OCc1ccc(F)cc1
    nt | -5.7%
> Cc1c(OC(C(=O)O)c2ccccc2)ccc2c(-c3ccccc3)cc(=O)oc12 (stereo not drawn)
    10 | 0.5%
> COCc1cc(C)nc(SCC[N+](C)(C)CC(=O)Nc2cccc(C)c2)c1C#N
    -8 | 1.1%
> O=C1/C(=C/c2ccccc2)CCCc2ccccc21
    6 | -3.1%
> COc1ccc(C(=O)N2CCN(c3ccc(C)c(C)c3)CC2)cc1OC
    5 | nt
> CCOC(=O)c1cccc(C(=O)Nc2nc3ccc(OC)cc3s2)n1
    8 | -7.1%
> CN(C)/C=N/c1ncc(C(=O)c2ccc(Cl)cc2)s1
    nt | 2.7%
> CCN(CCCNC(=O)c1ccc(N2CCCC2=O)cc1)c1cccc(C)c1
    nt | -3.3%
> Cc1cc(N2CCOCC2)cc(C)[n+]1[O-]
    20 | -6.1%
> COc1ccc(NC(=O)/C(C#N)=C/c2ccc(OCc3ccccc3F)cc2)cc1
    5 | 1.3%
> Cc1sc2nc(CN3CCOCC3)nc(Cl)c2c1C
    nt | 1.4%
> COc1ccc(CCNC(=O)C2CC3Cn4c(nc5ccccc54)C3N2C)cc1 (stereo not drawn)
    nt | 4.0%
> CC1(C)CC(=O)c2cc3c(nc2C1)CC(C)(C)CC3=O
    8 | -0.1%
> CCCOc1ccc(C2C(C(=O)c3ccc(C)o3)=C(O)C(=O)N2CCN2CCOCC2)cc1OC (stereo not drawn)
    2 | 0.7%
> COc1ccc(C/C(N)=N/OC(=O)c2ccc(Cl)cc2)cc1
    -27 | 2.2%
> O=[N+]([O-])c1ccc(Oc2ccc(/C=N/O)cc2)nc1
    12 | -5.6%
> CCC1CCCCN1C(=S)NC(=O)c1cc(S(=O)(=O)N2CCOCC2)ccc1C (stereo not drawn)
    3 | 3.9%
> CCOc1ccc(NC(=O)c2nsc(Cl)c2Cl)cc1
    5 | 1.9%
> Cc1cc(C)nc(N2CCC(C(=O)NNC(=O)c3ccc(Cl)cc3)CC2)n1
    6 | 1.5%
> O=C(Nc1cccc2ccccc12)N1CCCN(c2c(Cl)cncc2Cl)CC1
    nt | 1.0%
> Cc1c(NC(=O)c2cc3c(s2)-c2ccccc2OC3)cccc1[N+](=O)[O-]
    -2 | 4.0%
> Cc1onc(-c2ccccc2)c1C(=O)N1CCOC12CCN(c1cccc(F)n1)CC2
    -6 | -7.3%
> Cc1onc(-c2c(F)cccc2Cl)c1C(=O)Nc1sc2c(c1C(N)=O)CCC2
    nt | 2.1%
> O=C(Cc1cccs1)N1CCN(c2ccc([N+](=O)[O-])cc2)CC1
    5 | 5.5%
> CSCCC(NS(=O)(=O)c1ccc(Cl)cc1)C(=O)OCC(=O)c1c(C)[nH]c2ccccc12 (stereo not drawn)
    8 | -0.9%
> COc1ccc(N2CCN(C(=O)CN3CCN(C(c4ccccc4)c4ccccc4)CC3)CC2)cc1
    7 | -1.4%
> CSC1=NCCN1S(=O)(=O)c1ccc(NC(C)=O)cc1
    12 | 1.6%
> Cc1ccc(S(=O)(=O)N(C)C)cc1NC(=S)N1CCCCC1CO (stereo not drawn)
    20 | -2.4%
> CCCCOC(=O)N/N=C/C=C/c1ccccc1
    -10 | -6.7%
> Cc1cc(C)n(-c2ccc([N+](=O)[O-])cc2-c2nn[nH]n2)n1
    -10 | -0.7%
> O=S(=O)(Cc1ccccc1)N1CCc2ccccc21
    -4 | 0.9%
> CC(C)Oc1ccc(S(=O)(=O)N(C(C)C)C(C)C)cn1
    nt | -0.4%
> O=C(Nc1nc2ccccc2[nH]1)c1ccc(Br)o1
    -12 | 0.6%
> O=C(c1ccc(S(=O)(=O)N2CCOCC2)cc1)N(Cc1ccco1)Cc1cccs1
    -8 | 1.7%
> COc1cccc(C2SCC(=O)N2c2ccc(Cl)cc2)c1OC (stereo not drawn)
    -6 | 3.1%
> COCCCNC(=O)c1c(N)n(Cc2ccco2)c2nc3ccccc3nc12
    nt | 7.4%
> Cc1ccccc1OCC(=O)NC1=NCCS1
    8 | -4.8%
> CCCS(=O)(=O)n1nc(-c2ccc(C)cc2)cc1N
    5 | 2.5%
> c1ccc(Cc2nn3c(-c4ccncc4)nnc3s2)cc1
    9 | -4.1%
> CC(=O)N1CCc2cc(Br)cc(S(=O)(=O)NCCCN3CCCC(C)C3)c21 (stereo not drawn)
    -7 | -3.3%
> O=C(NCc1ccccc1)c1ccc(/C=N/O)nc1
    2 | 7.1%
> CC(C)NC(=O)c1ccccc1NC(=O)C1CCCO1 (stereo not drawn)
    1 | -6.1%
> Cc1ccc2c(c1)N(CCC(=O)NCC1CCCO1)C(=O)CO2 (stereo not drawn)
    -15 | -4.2%
> COc1ccc(N2CCN(c3nc4c(c(=O)[nH]c(=O)n4C)n3Cc3cccc(C)c3)CC2)cc1
    nt | 1.9%
> COc1ccc(CCNC(=O)CCS(=O)(=O)c2cccc3nsnc23)cc1OC
    0 | -3.9%
> CNC(=O)CO/N=C/c1ccc(N(C)C)cc1
    7 | -5.0%
> COc1ccc(C(=O)NNC(=O)CSc2nc3c(c(=O)n(C)c(=O)n3C)n2C)cc1
    -14 | 6.9%
> COc1ccc(Cl)cc1NC(=O)Cn1c(NCCO)nc2ccccc21
    -6 | 6.7%
> Oc1cc2c(cc1O)[C@@H](c1ccccc1)CNCC2
    nt | -3.5%
> N#CCCC1CCCC=C1N(Cc1ccccc1)C(=O)C(Cl)Cl (stereo not drawn)
    0 | -0.6%
> Cc1ccc(OC(=O)CCC(=O)OCCCC(F)(F)C(F)(F)F)cc1
    1 | 11%
> O=C1NC2(CCCCC2)NN1c1ccccc1
    10 | 3.7%
> CCOC(=O)C1=C(c2ccccc2)N=C2SCC(=O)N2C1c1ccc(OC)c(OC)c1 (stereo not drawn)
    nt | 0.2%
> O=C(O)c1cn(-c2ccccc2)nc1C(=O)O
    nt | 1.8%
> CC(C)NC(=O)NC(=O)COC(=O)c1ccc(S(=O)(=O)Nc2ccccc2)cc1
    2 | 3.8%
> CCCCCC/C=C/c1ccc([C@H]2[C@H]3C=CC[C@@H](C)[C@@H]3C(=O)N2Cc2ccccc2)c(F)c1
    nt | -0.4%
> O=C(c1ccccc1)c1cc2ccccc2o1
    50 | 0.3%
> CC(C)(C)S(=O)(=O)c1ccccc1C(=O)O
    3 | -2.0%
> CCNC(=S)NNC(=O)c1cc(-c2cccc(C)c2)nc2ccccc12
    9 | 4.2%
> O=C(O)C1CCCN1C(=O)OCC1c2ccccc2-c2ccccc21 (stereo not drawn)
    -8 | 3.2%

Molecules above that have an aryl thioether with sulfur outside any ring, in the order listed:
Each structure is followed by: RmlCD inh 1536 | M. tuberculosis GlmU
> COCc1cc(C)nc(SCC[N+](C)(C)CC(=O)Nc2cccc(C)c2)c1C#N
    -8 | 1.1%
> COc1ccc(C(=O)NNC(=O)CSc2nc3c(c(=O)n(C)c(=O)n3C)n2C)cc1
    -14 | 6.9%

(list continues)
Each structure is followed by: RmlCD inh 1536 | M. tuberculosis GlmU
> Cc1ccc(S(=O)(=O)N2CCOCC2)cc1C(=O)OCC(=O)Nc1ccc2c(c1)OCO2
    0 | 6.3%
> O=C(NCc1ccc(F)cc1)C1CCC(=O)N1CCc1ccccc1 (stereo not drawn)
    6 | 1.7%
> Cc1nc(NCC2CCCO2)c2oc3ccccc3c2n1 (stereo not drawn)
    -2 | 8.1%
> CCOc1ccc2nc(NC(=O)CSC3=NCCS3)sc2c1
    11 | -2.6%
> Cn1cnnc1Sc1ccc(C(=O)OCC(=O)NCC(F)(F)F)cc1[N+](=O)[O-]
    -8 | -3.5%
> CCOc1ccccc1NC(=O)c1ccoc1C
    7 | 2.9%
> Nc1nccc(-c2ccc(-n3cccc3)cc2)n1
    10 | 3.4%
> COc1ccc2c(c1)CCCC21NC(=O)N(CC(=O)NC(=O)NCc2ccccc2)C1=O (stereo not drawn)
    2 | 9.9%
> CCOC(=O)c1cn2nc(N3CCCC3)ccc2n1
    -8 | 0.0%
> CCc1noc(C)c1C(=O)N1CCCC(C(=O)c2cc(F)ccc2OC)C1 (stereo not drawn)
    1 | 0.7%
> CSc1nc(SCC(=O)NCC2CCCO2)c2c3c(sc2n1)CN(C)CC3 (stereo not drawn)
    -9 | -2.0%
> Cc1nn(-c2ccccc2)c(C)c1/C=C/C(=O)OCC(=O)Nc1ncc(C(F)(F)F)cc1Cl
    7 | 4.2%
> CSCCC(NC(=O)OC(C)(C)C)C(=O)NC(C(=O)NC(CC(C)C)C(N)=O)C(C)C (stereo not drawn)
    11 | 3.9%
> COc1ccc(/C(C)=N\Nc2nc(-c3ccccc3)cc(=O)[nH]2)cc1
    nt | -3.8%
> O=[N+]([O-])c1ccccc1/C=N/n1c(-c2cccnc2)n[nH]c1=S
    4 | 1.2%

Ordered by heavy-atom count (falling): some entries from above.
Each structure is followed by: RmlCD inh 1536 | M. tuberculosis GlmU
> CSCCC(NC(=O)OC(C)(C)C)C(=O)NC(C(=O)NC(CC(C)C)C(N)=O)C(C)C (stereo not drawn)
    11 | 3.9%
> Cn1cnnc1Sc1ccc(C(=O)OCC(=O)NCC(F)(F)F)cc1[N+](=O)[O-]
    -8 | -3.5%
> CCc1noc(C)c1C(=O)N1CCCC(C(=O)c2cc(F)ccc2OC)C1 (stereo not drawn)
    1 | 0.7%
> Cc1nc(NCC2CCCO2)c2oc3ccccc3c2n1 (stereo not drawn)
    -2 | 8.1%
> Nc1nccc(-c2ccc(-n3cccc3)cc2)n1
    10 | 3.4%

Next results follow.
Each structure is followed by: RmlCD inh 1536 | M. tuberculosis GlmU
> COc1ccc(NC(=S)Nc2ccc(C)c(Cl)c2)cc1OC
    nt | 1.7%
> Cc1ccccc1NC(=O)CN1C(=O)C2C3CC(C(Br)C3Br)C2C1=O (stereo not drawn)
    0 | 7.1%
> COC(=O)c1ccc(C(=O)OC)c(NC(=O)COC(=O)C2CCC(C(C)(C)C)CC2)c1 (stereo not drawn)
    -7 | 2.2%
> CC(C)(C)C(=O)CSc1nc(N)cc(=O)[nH]1
    nt | -0.1%
> O=[N+]([O-])c1ccc(C2CCCC/C2=N/OCc2ccccc2F)c([N+](=O)[O-])c1 (stereo not drawn)
    nt | -7.2%
> Cc1nn(Cc2ccccc2)c(=O)c2nn(-c3ccc(Cl)cc3)c(C)c12
    -8 | 2.6%
> N/C(=N\c1nc2ccccc2o1)NC(=O)C(Cc1ccccc1)N1C(=O)c2ccccc2C1=O (stereo not drawn)
    -5 | -1.1%
> Cc1cn(-c2ccccc2)c(C)c1/C=N\Nc1nc(N2CCOCC2)nc(N2CCOCC2)n1
    -3 | -3.5%
> C=CCN=C(NC#N)SCCc1ccccc1
    nt | -4.0%
> CN1c2ccccc2C2(C)CCCC3=Cc4cccc([N+](=O)[O-])c4OC312 (stereo not drawn)
    -3 | -3.7%
> CSC1=C(C#N)C(c2ccccc2Cl)C2=C(N1)c1ccccc1C2=O (stereo not drawn)
    nt | 2.1%
> c1ccc(-c2ccc(-c3[nH]ncc3CN3CCC(N4CCSCC4)CC3)cc2)cc1
    9 | -2.7%
> CC(C)(C)c1cc(CCC(=O)NNC(=O)c2ccco2)cc(C(C)(C)C)c1O
    4 | 2.7%
> O=c1c(Cc2c(F)cccc2Cl)c(O)ccn1CCc1ccccn1
    -8 | 0.5%
> Cc1cc([N+](=O)[O-])ccc1NCc1ccc2ccccc2c1
    40 | -6.4%
> O=C(NCCN1CCOCC1)c1ccc2c(c1)N(Cc1c(F)cccc1Cl)C(=O)c1ccccc1S2
    -9 | -0.5%
> COC(=O)c1ccc2c(=O)[nH]c(CSc3nnc(C(F)(F)F)n3C)nc2c1
    14 | 0.3%
> COc1ccc(C(O)C(CC(=O)NCCCOC(C)C)C(=O)NCCCOC(C)C)cc1OC (stereo not drawn)
    8 | -0.2%
> COC(=O)Cc1n[nH]c(=O)c2ccccc12
    -5 | -1.6%
> CCN1CCC2(CC1)C(C#N)=C(N)Oc1c2sc2nc(C)cc(C)c12
    10 | -2.1%
> Cc1cccc(NC(=O)NCCc2c[nH]c3ccccc23)c1
    nt | -0.5%
> Cc1nc2nc(SCC(=O)O)nn2c(C)c1Cc1c(F)cccc1Cl
    nt | -8.1%
> CC1(C)CC2CC(C)(CN2/C=C2/CCCCC2=O)C1 (stereo not drawn)
    -7 | 1.4%
> COc1ccc(/C=C2/C(=O)NC(=O)N(c3ccccc3)C2=O)cc1CN1C(=O)c2ccccc2C1=O
    8 | -2.6%
> COc1ccc(CCn2c(C(C)C)nc3c(c(=O)c4ccccc4n3C)c2=O)cc1
    13 | 7.4%
> CCCn1c(=C(C#N)C#N)s/c(=C2\C=Cc3ccccc3N2CC)c1=O
    -4 | 1.6%
> CCOc1ccc(NC(=O)CN(C)CC(=O)Nc2ccc(Br)cc2F)cc1OCC
    3 | 2.1%
> COc1ccc(/C=C2/C(=O)NC(=O)N(c3ccc(C)c(C)c3)C2=O)cc1CN1C(=O)c2ccccc2C1=O
    5 | 1.4%
> COCCNC(C(=O)Nc1ccc(C)cc1[N+](=O)[O-])c1ccccc1 (stereo not drawn)
    61 | -0.6%
> COc1ccc(CNC(=O)Nc2ccc(OC)cc2)cc1
    -9 | -3.6%
> O=C(NCc1ccccn1)c1cc(-c2ccc(Cl)cc2)oc1C(F)(F)F
    -9 | 3.0%
> CCCOc1ccccc1C1NC(=O)NC(C)=C1C(=O)OCc1ccccc1 (stereo not drawn)
    nt | -2.0%
> Cc1ccc(CNCc2cccnc2)s1
    1 | 1.2%
> COc1ccc(-c2csc(C3=C(O)CN(C(C)C)C3=N)n2)cc1OC
    -3 | -2.1%
> Cc1ccc(NC(=O)NNC(=O)c2cccs2)cc1
    -5 | -0.6%
> Cc1cc(Nc2ccc(C(C)C)cc2)n2ncnc2n1
    6 | 3.0%
> CCCCCCn1c(O)c(C=NCCN2CCOCC2)c(=O)[nH]c1=O
    nt | -2.3%
> CCN(CC)C(=O)c1ccc(Nc2nnc(C)c3ccccc23)cc1
    nt | 0.8%
> C=CC(=O)N1C/C=C\C(c2ccc(OC)cc2)N(Cc2ccc(F)cc2)C(=O)C1 (stereo not drawn)
    nt | -3.3%

This is a subset; the hit share may differ from the screen's.
